IL1B secr inh: qHTS for Inhibitors of Inflammasome Signaling: IL-1-beta AlphaLISA Primary Screen; THP-1 LPS/ATP IL-1B secretion, AlphaLISA, 16 h; hits give low values; 360,000 tested, 4.7% active; activity change, % at 57.5 µM; in the data active = activity change below about -50%; inconclusive = mostly about -30% to -49%; also: % is scaled to controls: 0 for no effect and ±100 for the full control effect
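Secreted IL-1B measured by AlphaLISA bead assay after 16 h compound exposure of THP-1 cells; compounds (final up to 57.5 uM) added 1 h before LPS (250 ng/mL) and ATP (1.25 mM) stimulation; lower signal means less secretion.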
KB-V1 cytotox: qHTS assay for MDR1-selective chemotherapeutics: Primary screen using the drug-selected MDR subline cells KB-V1. Potency, µM (doses to about 46.1 µM), for inactives: at the highest dose activity change, negative = cytotoxicity, hits mostly cytotoxic. KB-V1 MDR cells viability, CellTiter-Glo, 72 h. 400,000 tested, 3.4% active; also: potency is read from the fitted curve at half-maximal effect; % is scaled to controls: 0 for no effect and ±100 for the full control effect; nearly all actives have a fitted effect of over 60% in size
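qHTS viability screen in drug-selected KB-V1 MDR cells: 72 h compound treatment at 37 degrees C, ATP luminescence end point.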
D3 antag: qHTS of D3 Dopamine Receptor Antagonist: qHTS. D(3) dopamine receptor (Homo sapiens), P35462. D3R cells, DiscoveRx beta-arrestin luminescence, antagonist mode; hits give low values. max response, negative = inhibition, %. 360,000 tested, 2.5% active; in the data active = max response below about -50%; inconclusive = no clear call, values can overlap the other calls; also: % is scaled to controls: 0 for no effect and ±100 for the full control effect; mostly tested at two doses, the higher about 12 µM
Target sequence (P35462 whole entry, looked up): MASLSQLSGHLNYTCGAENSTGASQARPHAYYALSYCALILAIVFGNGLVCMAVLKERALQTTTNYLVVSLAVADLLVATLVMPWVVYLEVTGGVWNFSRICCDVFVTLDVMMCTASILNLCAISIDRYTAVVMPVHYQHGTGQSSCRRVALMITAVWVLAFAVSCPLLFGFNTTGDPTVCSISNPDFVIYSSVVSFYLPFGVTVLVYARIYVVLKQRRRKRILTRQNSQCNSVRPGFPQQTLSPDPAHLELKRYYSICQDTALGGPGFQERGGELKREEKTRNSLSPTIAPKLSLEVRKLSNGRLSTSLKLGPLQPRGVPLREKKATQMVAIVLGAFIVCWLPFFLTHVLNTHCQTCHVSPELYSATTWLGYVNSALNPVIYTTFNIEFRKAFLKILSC
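Cells plated overnight at 1500 cells/well, then exposed to library compounds with dopamine controls for 90 minutes at 37 degrees C. DiscoveRx reagent added for 30–60 minutes at room temperature; luminescence read, quantitative HTS format.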
GLP1R ag: qHTS of GLP-1 Receptor Agonists; HEK293 GLP-1R CRE-luciferase, luminescence, 4-6 h; cells express a hypersensitive GLP-1R form; Potency, µM (highest dose often 45.6 µM), for inactives: at the highest dose activation, hits mostly activators; 380,000 tested, 0.007% active; Glucagon-like peptide 1 receptor (Homo sapiens), P43220; AID 624172, 2012; also: potency is read from the fitted curve at half-maximal effect; % of control where 0% means no effect
Target sequence (P43220 whole entry, looked up): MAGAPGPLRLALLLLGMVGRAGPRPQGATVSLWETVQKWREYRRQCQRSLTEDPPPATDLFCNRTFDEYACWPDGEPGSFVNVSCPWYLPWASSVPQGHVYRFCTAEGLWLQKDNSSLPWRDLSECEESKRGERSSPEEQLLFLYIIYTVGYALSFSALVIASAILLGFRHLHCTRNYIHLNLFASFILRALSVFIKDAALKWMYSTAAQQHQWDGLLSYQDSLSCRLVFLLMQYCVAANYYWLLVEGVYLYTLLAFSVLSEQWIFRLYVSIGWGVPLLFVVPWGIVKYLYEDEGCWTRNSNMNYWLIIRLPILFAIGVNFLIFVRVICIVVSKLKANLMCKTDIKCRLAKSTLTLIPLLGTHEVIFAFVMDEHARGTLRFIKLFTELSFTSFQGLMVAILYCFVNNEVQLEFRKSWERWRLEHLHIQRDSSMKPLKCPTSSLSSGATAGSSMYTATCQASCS
SW480 rerep: A quantitative high throughput screen for small molecules that induce DNA re-replication in SW480 colon adenocarcinoma cells | SW480 DNA re-replication, Hoechst DNA content imaging, 48 h | Potency, µM (top dose mostly 46.1 µM), inactives show at the highest dose re-replication activation, most hits filed as activators | 340,000 tested, 1.8% active; also: potency is read from the fitted curve at half-maximal effect; % of control where 0% means no effect; nearly all actives have a fitted effect of over 55% in size
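Quantitative HTS format with DMSO vehicle controls; 48 hr drug incubation at 37 C, then 40 min Hoechst staining and scanning imager measurement at 405 nm excitation.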
HT1080-NT tox: qHTS for induction of synthetic lethality in tumor cells producing 2HG: qHTS for the HT-1080-NT fibrosarcoma cell line; 360,000 tested, 1.6% active; Potency, µM (series often up to 46.1 µM), without a hit: at the top dose activity, negative = less viability, hits mostly cytotoxic; HT-1080-NT fibrosarcoma viability, CellTiter-Glo ATP luminescence, 48 h; AID 686970, 2013;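 also: NT is the 2HG producing partner of a matched IDH1 knockdown line; potency is read from the fitted curve at half-maximal effect; 0% = DMSO-treated cells and -100% = media-only wells without cells; nearly all actives have a fitted effect of over 55% in size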
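Viability of the 2HG-overproducing fibrosarcoma line after 48 hours of compound exposure at 37 degrees C was determined by luminescence with CellTiter-Glo, and concentration-effect curves were then fitted and categorized.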
HT1080 IDH1KD tx: qHTS for induction of synthetic lethality in tumor cells producing 2HG: qHTS for the HT-1080-IDH1KD cell line; HT-1080 IDH1 knockdown viability, ATP luminescence, 48 h; Potency, µM (titrated, usually from 46.1 µM), inactives show at the top dose activity, negative = toxicity, actives largely listed as cytotoxic; 360,000 tested, 2% active;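 also: potency is read from the fitted curve at half-maximal effect; 0% = DMSO wells and -100% = cell-free medium wells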
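Using the IDH1-knockdown HT-1080 line run in the same batch and compound series as the NT line, viability after 48 h at 37 °C was determined by CellTiter-Glo luminescence and expressed as % activity.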
KB-3-1 cytotox: qHTS assay for MDR1-selective chemotherapeutics: Primary screen using the parental adenocarcinoma cell KB-3-1; Potency, µM (titrated, usually from 46.1 µM), for inactives: top-dose activity change, negative = cytotoxic, usual class: cytotoxic; 400,000 tested, 1.4% active; KB-3-1 viability, CellTiter-Glo ATP luminescence, 72 h; AID 1347075, 2019; also: potency is read from the fitted curve at half-maximal effect; % is scaled to controls: 0 for no effect and ±100 for the full control effect; nearly all actives have a fitted effect of over 60% in size
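Cytotoxicity measured as CellTiter-Glo luminescence after 72 h at 37 C. Compound titrations were pinned onto drug-naive KB-3-1 parental adenocarcinoma cells grown in DMEM with 10% FBS, and normalized data fitted to concentration-response curves.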
DRD3 agonist: qHTS of D3 Dopamine Receptor Agonist: qHTS; 410,000 tested, 0.58% active; max activation, %; D(3) dopamine receptor (Homo sapiens), P35462; D3R DiscoveRx beta-arrestin cells, luminescence, 90 min; in the data active = max activation above about 30%; also: 0% is about no effect; mostly tested at two doses, the higher about 12 µM
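Cells at 1500/well, incubated overnight, then treated with pinned compounds (dopamine as control) for 90 min at 37 degrees C. DiscoveRx reagent added for 30 - 60 minutes at room temperature; luminescence read.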
Active calls of the source: *; u = inconclusive; x = no result given; ! = repeats disagree; [ ] = remark or other dose. Unless noted, calls follow the shape of the dose curve; as a rule, active = well fitted curve in the direction sought with a large enough effect; inconclusive = small, poorly fitted or top-dose-only effect, or another doubt; inactive = no such curve, though single readings can be large; an effect the other way counts as inactive or inconclusive. Random draw from the library, and some 12% of all compounds hit somewhere here.

SMILES | IL1B secr inh | KB-V1 cytotox | D3 antag | GLP1R ag | SW480 rerep | HT1080-NT tox | HT1080 IDH1KD tx | KB-3-1 cytotox | DRD3 agonist
O=C(O)CCCCCNS(=O)(=O)c1ccc2c3c(cccc13)C(=O)N2 | 18 | 4% | 18 | 0% | -3% | 12% | -6% | 9% | 2
CCCCc1nc(N2CCOCC2)c(C#N)c2c1CCCC2 | 26 | u | 9 | 8% | 1%[9.22 µM] | u | -25% | 1% | -2
COc1ccc(-c2cc(C(=O)NCC3CCCCC3)[nH]n2)c(C)c1 | -9 | -8% | -79* | 11% | x | 4% | 7% | 0% | -31
COc1ccc(-c2c(C)nn3c(Cl)c(C)c(C)nc23)cc1 | -2 | -18% | -5 | u | -1% | 0% | -6% | -10% | -1
CCCC(=O)N1CCN(c2nc3ccc(Cl)cc3s2)CC1 | -8 | u | 35 | 26% | 0% | -3% | 4% | 18µM* | 7
CCOC(=O)N1CCC(N2CCCC(C(=O)c3cccc(OC)c3)C2)CC1 (stereo not drawn) | 20 | -2% | -28 | 3% | 0% | 1% | 0% | -10% | -12
CCN(CC)C(=O)c1sc(NC(=O)C(C)C)c(C#N)c1C | 0 | -6% | 9 | 13% | -6% | 10% | 11% | 18% | -8
Cc1ccnc(SCCn2c(N3CCC(C)CC3)nc3c2c(=O)[nH]c(=O)n3C)n1 | 7 | 3% | 22 | 4% | -20% | 3% | 10% | u | -1
COCc1cccc(-c2csc(C(C)(O)c3cccc(F)c3)n2)c1 (stereo not drawn) | 15 | -18% | -90* | u | x | -18% | u | 0% | -21
O=c1c2ccccc2nnn1Cc1ccc(F)cc1 | 3 | 0% | 6 | 2% | -10% | 6% | 3% | 8% | 1
Nc1c(C(=O)N2CCOCC2)sc2nc3c(cc12)CCC3 | -3 | 13% | 5 | -3% | 6% | 9% | 3% | -1% | -9
CCC(C(=O)N1CC2(C)CC1CC(C)(C)C2)N1C(=O)c2ccccc2C1=O (stereo not drawn) | 9 | -12% | 1 | 8% | -3%[9.22 µM] | -12% | -6% | -2% | -7
CCc1ccc(-n2cccc2/C=C2/C(=N)N3C(=NC2=O)SN=C3S(C)(=O)=O)cc1 | 13 | -3% | -10 | -1% | 0% | -10% | -9% | 2% | -3
O=C(c1cccc([N+](=O)[O-])c1)N1CCc2ccccc21 | -15 | 3% | 1 | 3% | 0% | 3% | 1% | 0% | 2
CC1(C2CC2)NC(=O)N(CC(=O)N2CCN(c3ccccc3)CC2)C1=O (stereo not drawn) | u | 24% | -8 | 0% | 16% | -3% | -4% | 17% | 9
CCOc1ccc(CCNC(=O)c2nnc(CS(=O)(=O)c3ccccc3)o2)cc1OCC | 16 | 2% | -4 | 7% | 19% | -1% | 7% | 12% | -5
CC(C)CC(=O)NC1CC(=O)N(c2ccc3c(c2)OCCO3)C1 (stereo not drawn) | x | -6% | x | -1% | x | x | x | 1% | 4
COc1ccc(/C=N/Nc2nc(N)cc(Cl)n2)cc1OC | 5 | 7% | 3 | 15% | -5% | 1% | 3% | 2% | 0
Cc1ccccc1NC(=O)CN1C(=O)CSc2ccc(S(=O)(=O)N3CCCC3)cc21 | 0 | -8% | -9 | -4% | -2% | -3% | 11% | -14% | -3
O=c1[nH]c2ccccc2nc1/C=C(\O)C1CC1 | -4 | 25% | -18 | 4% | -5% | 18% | -7% | -2% | -19
COCCN(Cc1ccc(OC)cc1)c1c(C)nc2ccc(C(=O)Nc3ccc(NC(C)=O)cc3)cn12 | 18 | 5% | 4 | -6% | x | 0% | 6% | 28% | 1
Cc1noc(/C=C/c2ccccc2F)c1S(=O)(=O)N1CCC(C(=O)N2CCN(C)CC2)CC1 | 0 | u | 2 | 7% | 81% | u | u | -4% | -4
COc1ccccc1N1CCN(C(=O)C2Cc3ccccc3CN2C(=O)c2ccco2)CC1 (stereo not drawn) | -5 | x | -14 | 4% | 5% | -1% | 2% | x | -10
COc1cc2c(cc1NC(=O)C(C)OC(=O)c1ccc(S(=O)(=O)Nc3ccccc3Cl)cc1)oc1ccccc12 (stereo not drawn) | 0 | -1% | 27 | 0% | -20% | -9% | 0% | -16% | -16
COc1ccc(NC(=O)C2CCCN(c3cc(C)nc4ncnn34)C2)cc1 (stereo not drawn) | -13 | u | -5 | 8% | -1% | -4% | -8% | -4% | -1

Sorted by molecular weight (largest number first): part of the list above.
SMILES | IL1B secr inh | KB-V1 cytotox | D3 antag | GLP1R ag | SW480 rerep | HT1080-NT tox | HT1080 IDH1KD tx | KB-3-1 cytotox | DRD3 agonist
Cc1ccccc1NC(=O)CN1C(=O)CSc2ccc(S(=O)(=O)N3CCCC3)cc21 | 0 | -8% | -9 | -4% | -2% | -3% | 11% | -14% | -3
Cc1ccnc(SCCn2c(N3CCC(C)CC3)nc3c2c(=O)[nH]c(=O)n3C)n1 | 7 | 3% | 22 | 4% | -20% | 3% | 10% | u | -1
COCc1cccc(-c2csc(C(C)(O)c3cccc(F)c3)n2)c1 (stereo not drawn) | 15 | -18% | -90* | u | x | -18% | u | 0% | -21

More compounds follow.
SMILES | IL1B secr inh | KB-V1 cytotox | D3 antag | GLP1R ag | SW480 rerep | HT1080-NT tox | HT1080 IDH1KD tx | KB-3-1 cytotox | DRD3 agonist
Clc1ccccc1CSc1nnc(Cn2cnc3ccccc32)n1-c1ccccc1 | -18 | -18% | -16 | 7% | 6%[9.22 µM] | -3% | -3% | -16% | -1
CC(C)[C@H](NC(=O)N1c2ccccc2NC(=O)[C@@H]1C(C)C)C(=O)N1CCC(C(=O)O)CC1 | -18 | -25% | 3 | 1% | 0% | 5% | 6% | 0% | -10
CCCCNC(=O)CS(=O)Cc1nc(-c2cccc(C)c2)oc1C (stereo not drawn) | -5 | -1% | 0 | 12% | -14% | -1% | -9% | 3% | -5
COc1cc2c(cc1OC)CN(C(=O)CCNC(=O)c1ccc(Br)cc1)CC2 | 5 | -10% | 2 | 3% | 0% | 3% | 1% | -1% | -29
CC(C)C(=O)NCc1cc(-c2ccccc2)no1 | -17 | 0% | 4 | 5% | -3% | 18% | 6% | 15% | -1
CC(=O)c1cccc(NC(=O)C(C)OC(=O)c2cc(C)oc2C)c1 (stereo not drawn) | 6 | 3% | 20 | 11% | -4% | 12% | 13% | 8% | 1
CC(C)(C)NC(=O)C1(C)CCC(=O)N1C1CCN(Cc2ccccc2)CC1 (stereo not drawn) | 7 | u | 16 | 0% | x | 21% | 8% | 0% | -2
COCC1CCN(C(=O)CCc2nnc(CCCCc3ccccc3)o2)CC1 | 40 | u | 8 | 12% | 3% | -4% | 5% | 4% | 6
CC(CC(=O)Nc1cc(C(F)(F)F)ccc1Cl)c1ccccc1 (stereo not drawn) | u | 2% | 17 | -2% | 0% | 11% | 5% | -17% | -3
Cc1nnc(NC(=O)c2nc(S(=O)(=O)Cc3ccccc3C)ncc2Cl)s1 | -94* | u | -50* | -5% | u | 18µM* | u | u | -10
CCCNC(=O)CN(c1ccccc1)S(=O)(=O)c1ccc(OC)c(OC)c1 | 13 | -15% | 0 | -1% | -1% | 25% | 17% | -2% | -1
COc1cc([N+](=O)[O-])cc(/C=N/NC(=O)C(O)(c2ccccc2)c2ccccc2)c1O | -7 | -14% | -55* | 14% | u | u | u | 12% | -29
CCCCCCCCCCSc1n[nH]c(NC(C)=O)n1 | 4 | 4% | 15 | 1% | 3% | 0% | 4% | 1% | 9
O=[N+]([O-])c1ccccc1N=Nc1c(O)[nH]c2ccc(F)cc12 | 21 | -9% | 7 | -3% | 0% | 8% | 15% | 3% | 4
Cc1nc2nc(-c3ccc(Cl)cc3Cl)nn2c(C)c1CCC(=O)Nc1ccc(F)cc1 | x | 3% | x | -1% | x | x | x | -3% | 3
CCn1c(=O)cc(SCC(=O)N(C)Cc2ccccc2)c2ccccc21 | u | 4.6µM* | -9 | 17% | -9% | -1% | -6% | 5% | -5
COc1ccc(S(=O)(=O)N/N=C(/C)c2cccc(NC(=O)c3ccccc3Cl)c2)cc1 | u | 1% | 56 | 5% | -1% | -1% | 4% | 10% | 9
C=CCn1c(N)cc(=O)nc1SCC(=O)Nc1ccc(C(=O)OCC)cc1 | -8 | 24% | u | 5% | -4% | 0% | -3% | -2% | -25
O=C(NC1CC1)c1cc(=O)c2ccccc2o1 | -10 | 0% | 24 | 12% | -3% | 13% | 13% | 0% | -2
Cn1c(C(=O)OC(C(=O)NC2CCCCC2)c2ccccn2)cc2sccc21 (stereo not drawn) | -15 | -15% | -11 | 17% | 4% | -1% | 0% | -12% | -1
O=C(CCCc1nc2ccccc2s1)NC1CCOC1=O (stereo not drawn) | 34 | 1% | 11 | 3% | 0% | -9% | -1% | 20% | -4
COc1ccccc1C(=O)Oc1ccc2c(c1)O/C(=C\c1ccncc1)C2=O | -1 | -17% | -30 | -24% | 1% | -24% | u | 14% | -8
O=C(C[C@H]1C(=O)N(CCc2ccccc2)C[C@@H]1Cc1ccccc1)Nc1ccccc1 | -24 | 21µM*! | -1 | -7% | -15% | 1% | -12% | u | -6
COc1ccc2ccccc2c1CN1CCN(C(=O)c2ccccc2)CC1 | u | -18% | u | -3% | 5% | -27% | -14% | -25% | -16
O=C(NC(=S)N1CCc2ccccc21)c1ccc(Br)o1 | 0 | u | 6 | 3% | 5% | -4% | -23% | u | -1
CCOc1ccc(N(CC(=O)N2CCCCC2)S(=O)(=O)c2ccc(Cl)cc2)cc1 | -7 | u | 14 | 23% | 0% | -1% | -10% | -7% | 5

From PubChem BioAssay
